Compound activity as filed in PubChem BioAssay.
thrombin 1536: thrombin (human) inhibition. inhibition, % at 5 µM. alpha-thrombin, Boc-VPR-AMC fluorogenic substrate cleavage. 0.26% of 220,000 active. AID 1046;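 active = inhibition at or above 40%; inactive = inhibition below 40%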;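 also: 0% = enzyme with no compound and 100% = wells without enzyme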
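System – human alpha-thrombin protein · Reagent – Boc-VPR-AMC substrate, 15 µM final · Compound – 5 µM single dose in 0.2% DMSO · Schedule – reaction at room temperature · Technique – AMC fluorescence at 355 nm excitation and 460 nm emission · Read-out basis – % inhibition relative to enzyme controls and enzyme-free blanks · Control set – no-compound enzyme wells and no-enzyme blanks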
Cl transport mod: modulators of human KCC2 chloride dependent transport; Q9H2X9; KCC2 cells, thallium flux FluoZin-2 fluorescence; B-score of Tl+ flux slope (higher = more flux/activation; lower = inhibition) at 10 µM; 2.2% of 190,000 active; AID 1456;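 active = thallium flux slope and its plate-corrected score both differing from the plate sample mean at a set confidence after two filtering rounds, in either direction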;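 also: slope of fluorescence scaled to starting intensity during 10 to 20 s after thallium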
Wee1 stabilizer: inhibitors of human Wee1 degradation. P30291. HeLa Luc-Wee1K328M stability, luciferase luminescence; 100% = proteasome inhibitor MG132 effect. reporter increase, % at 5 µM. 1.2% of 220,000 active;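 active = activation above the mean of all tested compounds plus 3 SD, set per screening run, cut at about 8.8% in these data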;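 also: cells exposed to compound for 20 h before luminescence read; 0% = DMSO alone and 100% = MG132 at 30 µM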
p97 inhibitor: blocks human p97 ATPase activity | P55072 | recombinant p97 ATPase, Kinase-Glo ATP luminescence, 3 h | inhibition, % at 8 µM | 0.42% of 220,000 active | AID 1481; in the data active = inhibition above about 15%;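 also: 0% = DMSO vehicle and 100% = wells lacking enzyme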
KLK5 inh: kallikrein 5 (human) inhibition | Q9Y337 | recombinant hK5, fluorogenic AMC substrate cleavage | inhibition, % at 5 µM | 0.59% of 210,000 active | AID 873;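 active = inhibition of 40% or more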;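 also: 0% = enzyme controls without compound and 100% = no-enzyme blanks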
Target sequence (Q9Y337 67-293 limits assumed): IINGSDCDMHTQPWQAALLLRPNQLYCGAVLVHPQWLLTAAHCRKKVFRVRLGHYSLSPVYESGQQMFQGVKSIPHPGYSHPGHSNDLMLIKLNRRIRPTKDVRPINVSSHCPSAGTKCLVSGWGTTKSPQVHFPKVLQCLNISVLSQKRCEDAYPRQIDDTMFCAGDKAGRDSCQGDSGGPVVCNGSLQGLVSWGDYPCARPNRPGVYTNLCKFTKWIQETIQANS
FXIa inh: blocks human coagulation factor XIa protease activity; 0.14% of 220,000 active; purified FXIa, Boc-Glu-Ala-Arg-AMC fluorogenic substrate; inhibition, % at 5 µM; AID 798; P03951;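 active = inhibition of at least 40%; inactive = inhibition below 40%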;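 also: fluorescence of freed AMC excited at 355 nm; 0% = enzyme without compound and 100% = no enzyme blank; many of its hits are not listed in these tables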
Target sequence (P03951 19-387 limits assumed): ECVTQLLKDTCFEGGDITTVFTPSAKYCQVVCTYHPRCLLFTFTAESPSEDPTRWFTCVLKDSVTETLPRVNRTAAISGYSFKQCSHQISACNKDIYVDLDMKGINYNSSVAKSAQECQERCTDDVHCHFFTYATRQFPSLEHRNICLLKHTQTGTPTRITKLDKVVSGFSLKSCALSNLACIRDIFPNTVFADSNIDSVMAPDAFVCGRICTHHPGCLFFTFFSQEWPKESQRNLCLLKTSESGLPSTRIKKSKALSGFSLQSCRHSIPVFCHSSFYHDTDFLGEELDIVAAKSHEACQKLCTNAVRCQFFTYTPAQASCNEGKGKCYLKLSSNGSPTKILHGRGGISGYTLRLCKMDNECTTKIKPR
Target sequence (P03951 388-625 limits assumed): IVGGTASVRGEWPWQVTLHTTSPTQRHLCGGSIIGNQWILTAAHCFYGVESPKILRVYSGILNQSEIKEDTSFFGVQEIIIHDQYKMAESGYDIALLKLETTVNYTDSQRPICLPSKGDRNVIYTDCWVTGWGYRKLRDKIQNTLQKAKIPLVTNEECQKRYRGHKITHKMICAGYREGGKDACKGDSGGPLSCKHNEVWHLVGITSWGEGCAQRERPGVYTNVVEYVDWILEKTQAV
Furin inhibitor: blocks human furin protease activity. P09958. purified furin, fluorogenic substrate cleavage. inhibition, % at 30 µM. 0.061% of 220,000 active; in the data active = inhibition above about 25%; also: inactives centre near -15
PERK inhibitor: inhibitors of human PERK kinase | Q9NZJ5 | CHO PERK-DD fusion, SEAP luminescence translation reporter | inhibition, % at 5.6 µM | 0.17% of 220,000 active;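 active = inhibition above the mean inhibition of all tested compounds plus 3 SD, set separately per screening campaign, cut at about 2.9% in these data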;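 also: PERK kinase domain activated by AP20187 dimerizer at 100 nM; 0% = DMSO with dimerizer and 100% = rapamycin at 8.4 µM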
FXIIa inh 1536: inhibitors of human coagulation factor XIIa; P00748; purified FXIIa, Boc-QGR-AMC fluorogenic substrate, 2 h; inhibition, % at 5 µM; 0.3% of 220,000 active; AID 800; in the data active = inhibition above about 40%;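 also: 0% = enzyme with no compound and 100% = blank without enzyme; many of its hits are not listed in these tables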
The depositor's hits bear a star; · = not tested or not shown; [ ] = another dose, or the depositor's remark.

SMILES	thrombin 1536	Cl transport mod	Wee1 stabilizer	p97 inhibitor	KLK5 inh	FXIa inh	Furin inhibitor	PERK inhibitor	FXIIa inh 1536
O=C(CSc1nc2ccccc2n1Cc1ccc(Cl)cc1)N/N=C/c1ccccc1C(=O)O	6	-0.26	2	-8	-3	3	-5	-1.5	2
Cc1ccc(O)c(CP(=O)(c2ccccc2)c2ccccc2)c1	-5	0.76	9.4*	1	-8	5	-14	-0.3	5
NS(=O)(=O)c1ccc(NC(=O)Nc2ccc(Cl)cc2)cc1	-1	1.7	-1	-1	44*	0	-15	0.3	6
CCOC(=O)c1sc(NC(=O)c2ccc(S(=O)(=O)N(CC)CC)cc2)nc1C	-7	-0.049	-2	4	-13	4	-16[20 µM]	2.1	-7
Cc1ccccc1C1C(C#N)=C2N=C(N)c3c(sc4c3CCCCC4)N2C2=C1C(=O)CCC2 (stereo not drawn)	2	·	0	3	-17	20	-3[20 µM]	0.1	26
CCn1c(=O)cc(SCC(=O)N(C)Cc2ccccc2)c2ccccc21	-5	-1.9	1	2	-25	-2	-5[20 µM]	-1.6	0
O=C1NC2(CCCCC2)C(=O)N1Cc1cccc(C(F)(F)F)c1	-2	1	2	-2	-12	-5	-17	1.3	2
CC(C)CNC(=O)NC1C(NC(=O)NCC(C)C)N(C)C(=O)N1C (stereo not drawn)	2	0.21	-2	3	5	3	-5	-0.9	17
COC(=O)c1sccc1NC(=O)c1ccc(Cl)s1	-10	·	0	-1	-11	4	-15[20 µM]	0.6	-10
Cc1csc2c(=O)sc(NC(=O)c3ccco3)nc12	-1	-0.82	0	11	-3	-1	-23	0.3	4
Brc1ccc(-c2cn3nc4c(nc3n2)CCCC4)cc1	2	·	5	0	4	1	-19[20 µM]	-0.4	14
CNC(=O)c1c(Cl)cnn1-c1ccccc1	-3	·	-2	2	·	1	-32	1.6	5
O=C(NCc1ccco1)c1csc2c1CCCCC2	-3	1.3	3	2	16	-10	-4	0.3	2
COc1ccc(CCn2nnnc2C(c2ccccc2)N2CCN(C)CC2)cc1OC (stereo not drawn)	4	·	0	1	-11	11	-17	0.3	19
CC1(C)Cc2nc3nc(SCC(=O)NCc4ccccc4)n(-c4ccccc4)c(=O)c3cc2CO1	-1	1	1	3	-40	-2	-6	0.1	11
O=C(O)c1ccc(N2C(=O)CSC2c2cccc([N+](=O)[O-])c2)cc1 (stereo not drawn)	1	0.41	-3	1	·	5	-32	1.1	14
O=C(NNC(=O)c1ccccc1-n1cccc1)c1ccc(Cl)c(Cl)c1	2	1.1	1	0	-18	3	-19[20 µM]	0.8	16
CCCCSc1nc(O)cc(=O)n1CC	-3	-0.43	-1	3	-2	0	-24	0.5	5
Cc1ccc(NS(=O)(=O)c2cccc(C(=O)NCCc3c[nH]c4ccccc34)c2)c(C)c1	-15	-1	-3	11	-10	-3	-8	0.2	5
CCOC(=O)N1CCN(c2c(NCc3ccc(N(C)C)cc3)c(=O)c2=O)CC1	6	·	-2	9	-4	5	-13	1.4	13
O=c1c2c3c(sc2nc(N2CCNCC2)n1CCc1ccccc1)CCCCC3	-5	1.6	-1	4	-6	-4	-16	-2.4	2
CCNC(=O)CCc1nc(-c2ccc(C(C)(C)C)cc2)no1	-5	·	4	3	3	-3	-14	0.1	5
CSCCC(NC(=O)c1ccc(Cl)cc1)C(=O)OCC(=O)Nc1cc(Cl)ccc1C#N (stereo not drawn)	-11	-0.18	-1	4	-10	3	-5	0.1	7
CCN=C1S/C(=C\c2sccc2C)C(=O)N1CC	-4	0	0	5	13	1	-21	0.9	9
CCN1CCN(Cc2ccc(NC(=O)c3ccc(C)c(NC(=O)c4nccn4C)c3)cc2C(F)(F)F)CC1	-3	0.06	·	·	1	0	-22	·	8
The listing continues:
SMILES	thrombin 1536	Cl transport mod	Wee1 stabilizer	p97 inhibitor	KLK5 inh	FXIa inh	Furin inhibitor	PERK inhibitor	FXIIa inh 1536
Cc1cc2c3c(ccc(C)c3n1)N=CN2c1ccccc1	-6	·	3	2	-1	-9	-24[20 µM]	-1.1	2
Cc1nn(Cc2ccccc2)c2c1C(c1cccnc1)C(C#N)=C(N)O2 (stereo not drawn)	-3	0.49	0	-3	-1	-1	-4[20 µM]	-0.2	1
Cc1cc2nc3c(c(C(F)(F)F)n2n1)CCCC3	-5	0.86	-3	2	-10	-5	-21	1.0	7
CCN(CC)S(=O)(=O)c1ccc(N2CCOCC2)c(NCC(=O)Nc2ccc(F)cc2)c1	0	1.3	8	2	-1	-1	-18	1.0	5
Cc1cccc(-c2nc3c(c(SCC(=O)N(C)C)n2)CCCC3)c1	1	-0.009	-2	-5	-1	10	-16[20 µM]	-0.9	20
CS(=O)(=O)c1ccc(C(=O)NCc2ccc(F)cc2)cc1	4	0.1	2	0	-17	-2	-29	-0.7	3
COC(=O)CN1C(=S)N(c2ccc(OC)cc2)C(=O)/C1=C/c1ccc(N2CCOCC2)cc1	1	-2.3	0	1	-6	-1	-10	0.4	3
COc1ccc(N2CCN(c3cc(C)c4cccc(C)c4n3)CC2)cc1	-2	·	-1	1	8	-6	-11	0.6	1
CC(C(=O)N1CCCc2c1c(=O)oc1ccc(O)cc21)N1CCc2ccccc2C1 (stereo not drawn)	-5	-1.1	-2	2	10	-9	-5[20 µM]	-0.1	-14
COc1ccc(NC(=S)NCc2cccn2C)cc1	1	0.11	0	2	11	-3	-21	0.1	13
O=C(Cn1cc(C(=O)c2ccco2)c2ccccc21)NC1CCCCC1	3	0.029	2	3	-22	-4	-9	0.9	7
Cc1cccc(Nc2nc(N)c([N+](=O)[O-])c(NCc3ccco3)n2)c1	-7	-0.95	-1	2	-13	3	1	0.0	6
CCCCN(C)CCCNC(=O)Cn1c(=O)sc2ccccc21	-3	1.2	1	3	10	5	-21	0.7	10
Cc1cc(/C=N/NC(=O)c2ccccc2F)c(C)n1-c1ccccc1	1	-1.6	6	-1	-4	6	-12	0.4	7
O=C(CCNC(=O)c1ccccc1Cl)NCC12CC3CC(CC(C3)C1)C2	-2	-0.52	3	2	0	8	-17	0.6	9
O=C(O)CC(Cn1[nH]nnc1=S)c1ccccc1 (stereo not drawn)	-1	0.4	1	-4	-2	7	-9[20 µM]	-0.6	12
CN(C)c1ccc(C(=O)NN2C(=O)c3ccccc3C2=O)cc1	-1	-0.4	3	-3	-4	0	-19	0.0	99*
COc1ccccc1NC(=S)N1CCC(c2nc3cc(C)c(C)cc3[nH]2)CC1	-5	-0.81	-1	2	4	-30	-20	-0.2	0
Cc1cc(Oc2ccc([N+](=O)[O-])cc2)nc(N2CCOCC2)n1	-2	1.6	-2	-1	-1	10	-34	0.5	3
Cc1c(CN2CCCC(C(=O)c3cccc(OC(C)C)c3)C2)c(=O)n(-c2ccccc2)n1C (stereo not drawn)	0	-0.59	-2	2	-15	-7	-10	-1.6	0
O=C(CSc1nnnn1-c1ccccc1)c1ccco1	-22	-0.015	-1	2	-2	-7	-32	0.9	12
O=C(O)/C=C/C(=O)NCCc1cccc(Cl)c1	13	-0.36	0	-6	·	12	-4	-0.6	26
CCOC(=O)c1cc(-c2ccccc2)nc2c1c(C)nn2-c1ccccn1	-2	1	-1	-7	2	-23	-8[20 µM]	-1.5	6
Cn1c(=O)[nH]c(NC2CCCCC2)c(N=O)c1=O	-18	0.29	1	9	-9	7	-8	0.5	10
O=C(Oc1ccccc1C(=O)Nc1ccccc1)c1ccccc1Br	2	-1.4	-2	23*	-9	10	-15	0.6	14

Looked up above.
COC(=O)CN1C(=S)N(c2ccc(OC)cc2)C(=O)/C1=C/c1ccc(N2CCOCC2)cc1 in FXIIa inh 1536 shows 3
CCN(CC)S(=O)(=O)c1ccc(N2CCOCC2)c(NCC(=O)Nc2ccc(F)cc2)c1 in FXIa inh shows -1

Later entries
SMILES	thrombin 1536	Cl transport mod	Wee1 stabilizer	p97 inhibitor	KLK5 inh	FXIa inh	Furin inhibitor	PERK inhibitor	FXIIa inh 1536
O=C(O)C1CC(=O)N(CCc2c[nH]c3ccccc23)C1 (stereo not drawn)	0	0.33	-1	-2	-16	-2	-25	-0.1	9
O=[N+]([O-])c1cccc(/C([O-])=C(/C(=S)Nc2ccccc2F)[n+]2ccccc2)c1	4	0.55	1	4	11	3	-24	1.2	11
CN(C)S(=O)(=O)c1cccc(NC(=S)NC(=O)C2CCCCC2)c1	-10	0.82	-1	-1	-12	18	-20	-1.5	23
COc1ccc(/C=N/Nc2ccc(C(F)(F)F)cc2[N+](=O)[O-])cc1	3	0.08	0	0	0	4	-2	1.9	12
COc1cc(/C=N/Nc2cc(C)nc(NS(=O)(=O)c3ccccc3)n2)ccc1O	26	-0.19	10*	-1	23	67*	10	1.0	37
O=C(NCCc1ccc(Cl)cc1)C1CCN(S(=O)(=O)N2CCCCC2)CC1	-1	·	4	-4	-1	-6	-24	-0.5	3
Cc1ccc(C)c(S(=O)(=O)NCc2cccnc2)c1	1	·	0	-2	4	-49	-15[20 µM]	0.5	13
NC(=O)CS(=O)(=O)c1ccc(Cl)cc1	29	-0.049	3	-8	36	32	-3	0.1	23
COc1ccc(-n2c(C)cc(C=O)c2C)cc1Cl	0	0.17	0	-3	2	3	-27[20 µM]	0.3	16
O=C(Nc1cccc2ccccc12)N1CCN(Cc2ccc3c(c2)OCO3)CC1	-3	·	-2	-4	7	-11	-4[20 µM]	-1.2	-5
S=C(NCc1ccco1)N1CCN(Cc2ccco2)CC1	2	0.75	-1	3	-23	5	-22[20 µM]	1.2	16
CN(CC(=O)Nc1ccc(N2CCOCC2)cc1)C(=O)C1CCCC1	·	0.3	-2	8	-1	3	-18	0.5	4
Cc1ccc(NC(=O)c2sccc2-n2cccc2)c(Cl)c1	1	0.81	0	0	·	3	-24	2.4	8
O=C(c1cccs1)N(Cc1ccco1)Cc1cc2ccccc2[nH]c1=O	10	-0.36	2	3	38	3	-18	-1.0	13
COc1ccc(CC(=O)Nc2ccc(C(=O)Nc3nccs3)cc2)cc1OC	-7	1.8	-2	-1	-2	-2	-13	0.3	4
CCOc1c(Cl)cc(CNCC(O)c2ccccc2)cc1OC (stereo not drawn)	5	0.36	0	1	-8	-2	-18	0.7	3
CCOc1ccc(Br)cc1S(=O)(=O)Nc1cccc(S(=O)(=O)NC2=NCCC2)c1	-5	-0.77	-1	6	-1	-3	-20	1.4	3
CCOC(=O)C1CCN(C(=O)/C=C/c2ccccc2OC)CC1	-4	·	-1	-1	-4	-1	-11[20 µM]	-1.7	10
CCOc1ccc(C2c3c(oc4ccccc4c3=O)C(=O)N2CCCN2CCOCC2)cc1 (stereo not drawn)	21	·	-1	2	3	10	-12	-0.8	40
CCN(CC)CCn1c(=N)n(CC(=O)c2ccc(Br)s2)c2ccccc21	-6	-1.3	1	-2	-2	-4	-13	-2.0	-3
CCOC(=O)c1[nH]ncc1CN1CCCC(C(=O)c2cc(Cl)ccc2OC)C1 (stereo not drawn)	-12	-0.84	5	1	3	13	-28	0.4	7
Fc1ccc(NC(=S)N2N=CCC2c2ccccc2)cc1 (stereo not drawn)	2	0.43	0	-1	-18	2	-17[20 µM]	-0.7	16
Cn1nc(C(F)(F)F)cc1C(=O)NC1CCCCCC1	7	-0.86	1	-2	-14	6	-11[20 µM]	0.2	14
O=C1C2ON(c3ccccc3)C(c3cccnc3)C2C(=O)N1c1ccc(Cl)c(Cl)c1 (stereo not drawn)	0	-0.65	-2	-6	1	0	-19	0.4	-9
